Screens: PubChem, The Scripps Research Institute Molecular Screening Center
SIAE inh: inhibitors of human sialic acid acetylesterase SIAE. Q9HAT2. SIAE FP-Rh probe binding, fluorescence polarization. inhibition, % at 9.66 µM. 370,000 tested, 0.69% active. AID 1053197;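 active = inhibition above a cutoff: mean of compounds within the control limits plus 3 SD of those, cut at about 17% in these data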;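 also: 0% = plate median of compound wells and 100% = probe without SIAE protein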
TDP2 inh: TDP2 (human) inhibition, absorbance primary screen; O95551; recombinant TDP2, T5PNP hydrolysis, p-nitrophenol absorbance 415 nm; inhibition, % at 12.8 µM; 370,000 tested, 0.34% active; AID 720702;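 active = inhibition above the mean of all tested compounds plus 3 SD, set per campaign, cut at about 25% in these data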;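 also: 0% = DMSO with enzyme and 100% = buffer with substrate but no TDP2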
Target sequence (O95551 whole entry, looked up): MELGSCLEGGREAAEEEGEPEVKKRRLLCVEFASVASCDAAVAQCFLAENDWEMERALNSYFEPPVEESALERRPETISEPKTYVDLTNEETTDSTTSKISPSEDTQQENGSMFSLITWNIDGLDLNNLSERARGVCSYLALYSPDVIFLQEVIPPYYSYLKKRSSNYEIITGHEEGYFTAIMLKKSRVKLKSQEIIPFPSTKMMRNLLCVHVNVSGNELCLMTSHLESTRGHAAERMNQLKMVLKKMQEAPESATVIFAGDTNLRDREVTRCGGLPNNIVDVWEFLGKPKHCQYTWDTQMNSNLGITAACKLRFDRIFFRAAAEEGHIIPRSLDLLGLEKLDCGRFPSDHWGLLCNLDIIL
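Assay system: recombinant human TDP2 / Reagent: T5PNP substrate at 5 mM, a TopII-DNA adduct mimic / Measured by: epi absorbance from released p-nitrophenol / Evaluation: % inhibition relative to enzyme-containing and enzyme-free wells / Control set: enzyme-free and DMSO wells / Replicates: each compound tested once, singlicate / Schedule: enzyme reaction with compound for 2 h at 37 °C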
ADAM10 inh: inhibits human ADAM10 | O14672 | recombinant ADAM10, EDANS/DABCYL FRET peptide cleavage, 3 h | inhibition, % at 7 µM | 370,000 tested, 0.62% active | AID 720582;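 active = inhibition above a per-campaign cutoff equal to the mean of compounds falling between control-based bounds plus 3 SD, cut at about 20% in these data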;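 also: 0% = DMSO wells while the 100% control is not disclosed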
Target sequence (O14672 214-748 limits assumed): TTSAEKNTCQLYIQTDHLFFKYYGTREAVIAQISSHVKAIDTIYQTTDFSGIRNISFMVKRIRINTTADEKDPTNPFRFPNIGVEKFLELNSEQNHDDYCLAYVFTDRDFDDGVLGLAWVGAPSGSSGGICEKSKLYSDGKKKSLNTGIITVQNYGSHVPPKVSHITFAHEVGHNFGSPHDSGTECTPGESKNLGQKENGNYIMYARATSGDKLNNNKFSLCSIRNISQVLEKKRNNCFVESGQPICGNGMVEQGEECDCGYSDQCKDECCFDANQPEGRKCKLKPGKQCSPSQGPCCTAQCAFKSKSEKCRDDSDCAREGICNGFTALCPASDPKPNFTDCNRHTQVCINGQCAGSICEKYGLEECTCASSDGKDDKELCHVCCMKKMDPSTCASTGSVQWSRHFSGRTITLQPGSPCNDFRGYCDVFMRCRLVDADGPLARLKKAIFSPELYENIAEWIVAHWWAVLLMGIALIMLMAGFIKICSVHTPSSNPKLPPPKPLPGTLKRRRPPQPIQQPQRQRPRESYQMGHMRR
DDE Tn6 FP inh: disrupts Tn6 cyclic peptide binding to fibrin D-Dimer-E complex; Fibrin DD(E) TRITC-Tn6 fluorescence polarization displacement; inhibition, % at 8.3 µM; 370,000 tested, 0.21% active; AID 720509;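 active = inhibition above a per-campaign cutoff: mean of compounds within control limits plus 3 SD, cut at about 15% in these data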;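 also: 0% = median of all compound wells on the plate and 100% = blocking peptide control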
ARFGAP1 inh: rat ARFGAP1 inhibition; Q62848; Arfgap1-stimulated ARF1 GTP hydrolysis, GDP FP detection; inhibition, % at 16.5 µM; 360,000 tested, 0.26% active;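 active = inhibition above a per-plate limit, mean inhibition of low control wells plus 3 SD, cut at about 25% in these data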;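 also: 0% = DMSO wells with enzyme and 100% = wells lacking Arfgap1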
Target sequence (Q62848 1-136 limits assumed): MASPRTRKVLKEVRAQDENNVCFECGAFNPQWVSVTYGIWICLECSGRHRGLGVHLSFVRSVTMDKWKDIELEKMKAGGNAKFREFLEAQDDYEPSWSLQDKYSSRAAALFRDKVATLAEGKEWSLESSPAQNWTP
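Material: rat Arfgap1 GAP domain (His6, aa 1-136), purified enzyme. Also added: human ARF1(Δ1-17)-GTP substrate. Compound dosing: 16.5 µM single point, 1.26% DMSO. Timing: enzyme reaction 120 min at 25 °C after 20 min preincubation. Signal: GDP detection by fluorescence polarization. Read-out basis: percent inhibition of GAP-stimulated GDP formation, scaled between DMSO and no-Arfgap1 medians.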
ASAP1 inh: blocks human ASAP1-stimulated Arf1 GTP hydrolysis; 360,000 tested, 0.19% active; AID 624377; GDP FP detection; Q9ULH1; inhibition, % at 16.5 µM; in the data active = inhibition above about 25%;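 also: 0% = vehicle with enzyme and substrate and 100% = no enzyme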
PLCb3 inh: blocks human PLC-beta3 enzyme activity; inhibition, % at 12.2 µM; Purified PLC-beta3, fluorogenic substrate, fluorescence; 370,000 tested, 0.18% active; AID 720704; in the data active = inhibition above about 11%;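 also: 0% = median of compound wells on plate and 100% = full blocker control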
PLCg1 inh: PLC-gamma1 (human) inhibition, primary screen; P19174; purified PLC-gamma1, fluorogenic substrate, fluorescence; inhibition, % at 12.2 µM; 370,000 tested, 0.84% active; AID 720700; in the data active = inhibition above about 9.5%
Tn7 DDE FP: inhibitors of Tn7 peptide binding to human fibrin DD(E) | P02675 | FP displacement of FITC-Tn7 peptide from fibrin DD(E); 0% = median of compound wells per plate | inhibition, % at 8.3 µM | 370,000 tested, 0.13% active | AID 720508;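 active = inhibition above the mean of compounds falling within the control limits plus 3 SD of them, cut at about 14% in these data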;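 also: 0% = plate median of compound wells and 100% = 10 µM Aha-Tn7 peptide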
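Test system: human clot-derived fibrin DD(E) complex / Quantity: 2 µM final DD(E) protein / Incubation: 10 min plus 3 h, room temperature / Measured by: fluorescence polarization / Benchmarks: high control of 10 µM Aha-Tn7 peptide / Replicates: singlicate testing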
ADAM17 inh: inhibitors of human ADAM17 | inhibition, % at 6.95 µM | AID 720648 | P78536 | 370,000 tested, 0.83% active | recombinant ADAM17, EDANS/DABCYL FRET peptide cleavage;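 active = inhibition above the mean of compounds lying between control limits plus 3 SD, set per campaign, cut at about 8.5% in these data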;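 also: 0% = DMSO-only wells as the low control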
An asterisk follows results filed as active; i = inactive; · = no result given.

SMILES	SIAE inh	TDP2 inh	ADAM10 inh	DDE Tn6 FP inh	ARFGAP1 inh	ASAP1 inh	PLCb3 inh	PLCg1 inh	Tn7 DDE FP	ADAM17 inh
COc1cccc(CNC(=O)CC2C(=O)NCCN2Cc2ccoc2)c1OC (configuration not stated)	1	1	-2	3	-5	-8	0	-2	6	-3
CC(C)CCNC(=O)c1cc([N+](=O)[O-])ccc1N1CCOCC1	5	6	-1	2	6	12	4	7	0	6
COc1ccc(Nc2nc(NCCN3CCOCC3)nc(Nc3ccc(OC)cc3)n2)cc1	-12	-2	0	-4	11	-5	-7	5	4	-1
COc1cc(CNC2CCCC2)c(Br)cc1OC1CCCC1	4	-5	4	9	1	-4	2	-1	10	-1
NCCOc1ccccc1-c1ccccc1	1	1	1	2	-7	-1	4	1	0	-2
Cc1nnc(-c2cnn(-c3ccccc3)c2N)n1Cc1cccc(C(F)(F)F)c1	2	-15	-2	-13	15	-5	5	3	-9	-2
Cc1ccc(NC(=O)N/C=C/c2ccco2)cc1	3	-2	8	-2	-4	4	-11	-3	1	0
CCCCCCCCN1C(=O)[C@H](CC(=O)NCCCCc2ccccc2)C[C@@]2(C(=O)OC)CCCCC=C12	0	-1	-7	7	4	2	-1	-3	4	-2
CS(=O)(=O)N(CC(=O)Nc1ccc2c(c1)OCO2)c1ccccc1	3	1	-1	7	9	-10	-3	0	1	-3
COc1cccc(NC(=O)CN(C)C(=O)c2cc(CN3C(=O)c4ccccc4C3=O)ccc2OC)c1	-3	-7	-2	1	17	5	-7	-1	-1	3
O=S(=O)(Nc1nc2ccccc2nc1N1CCN(c2ccccc2F)CC1)c1ccc(Cl)cc1	-1	1	0	-4	2	10	-5	0	-6	-4
O=C(NC1CCCCCC1)c1c(F)c(F)c(F)c(F)c1F	-1	0	10	-3	1	-22	3	3	2	2
O=C1C2C3C=CC(CC3)C2C(=O)N1c1ccc2c(c1)OCO2 (configuration not stated)	-1	-7	2	5	-2	0	4	3	1	-2
CCOC(=O)C1=C(C)NC(=S)NC1c1ccc(OCC(=O)N2CCCCCC2)c(OC)c1 (configuration not stated)	11	11	-3	-3	6	-1	-6	-1	-1	-1
CCOc1ccc(C2C(C(=O)Nc3ccc(F)cc3)=C(C)Nc3nc(CCCO)nn32)cc1 (configuration not stated)	10	2	-12	4	-4	-10	0	-1	4	-4
O=C(NCC1CCCO1)c1cccnc1Nc1ccccc1F (configuration not stated)	-5	40*	-1	-3	10	-1	-1	2	1	-3
CCOC(=O)N1CCN(C(=O)CN(c2ccc(OC)c(OC)c2)S(C)(=O)=O)CC1	2	3	0	1	-2	-2	0	-3	13	-3
O=C(Nc1ccc(OC(F)(F)F)cc1)Nc1c(-c2ccccc2)nc2ncccn12	3	7	-310	-11	·	·	i	-435	2	-97
COc1ccc(CC(=O)Nc2cccc(C(=O)NN3C(=O)c4ccccc4C3=O)c2C)cc1	4	4	2	4	6	1	3	3	-5	0
CCc1nnc(NC(=O)C2CC(=O)N(C3CCCC3)C2)s1 (configuration not stated)	1	11	-4	11	2	-10	0	2	-1	-2
CCOc1cc(CN2CCC(n3nccc3NC(=O)C3CC3)CC2)ccc1O	-3	15	2	2	-6	7	-2	2	3	4
COc1ccc(NC(=O)CSc2nnc(Cc3cccn3C)n2-c2ccc(F)cc2)cc1OC	3	-1	-13	-7	4	1	2	2	-1	-2
C(=N\n1cnnc1)/c1ccc(-c2ccccc2)cc1	0	-2	-1	3	-11	1	5	4	-1	-2
COc1ccc(C2(C(=O)Nc3ccc(C(=O)O)cc3)CCOCC2)cc1	0	0	1	-3	5	-2	0	1	3	-2
CN(C)C(/C=C/Nc1cccc([N+](=O)[O-])c1)=C(C#N)C#N	9	8	0	-1	9	-3	-4	-3	3	-5
Next part
SMILES	SIAE inh	TDP2 inh	ADAM10 inh	DDE Tn6 FP inh	ARFGAP1 inh	ASAP1 inh	PLCb3 inh	PLCg1 inh	Tn7 DDE FP	ADAM17 inh
NCCCn1c(C(=O)c2cc(Cl)c(N)c(Cl)c2)c2ccc([N+](=O)[O-])cc2[n+]1[O-]	9	7	-1	-3	5	14	-16	-11	-9	-3
Cc1ccc(N(CC(=O)NCC2CCCO2)C(=O)CCC(=O)Nc2nccs2)cc1C (configuration not stated)	15	9	-4	2	-2	2	-1	3	-4	2
COc1cc(/C=N/NC(=O)c2ccc(CN3C(=O)c4cccc5cccc3c45)cc2)cc(OC)c1O	12	14	-32	-16	9	-1	-482	-348	-8	-13
Cc1noc(C)c1NC(=O)N(C)C[C@H]1Oc2c(cccc2N(C)C)C(=O)N([C@H](C)CO)C[C@@H]1C	9	-2	4	7	-3	-5	-1	3	-1	4
O=[N+]([O-])c1ccc2c(c1)c1ccccc1n2CCO	6	22	2	5	-7	1	-13	-1	3	0
O=C(Cn1cc(COc2c(Br)cc(F)cc2Br)nn1)c1ccc(O)cc1	-1	-7	0	0	1	6	-3	-2	2	-1
Cn1c2ccccc2c(=O)c2c(=O)n(Cc3ccco3)c(-c3ccc(F)cc3)nc21	-7	0	-6	-3	7	-8	-21	-11	-7	-3
Cc1ccn2c(NC3CCCC3)c(-c3ccsc3)nc2c1	10	-2	-30	-6	-8	-3	-212	-139	7	-7
O[C@@H]1[C@@H](O)[C@H](n2c3ccc(Cl)cc3c3ccc4c5cc(Cl)ccc5[nH]c4c32)OC[C@H]1O	-12	-4	-53	-14	·	·	-4	-3	2	-17
COc1ccccc1NS(=O)(=O)c1cccc(C(=O)N(C)Cc2cccs2)c1	1	6	0	-3	-10	-4	-4	0	2	2
CCOc1ccc(S(=O)(=O)NC(C)(C)C)cc1-c1nc2c(C(C)(C)C)nn(C)c2c(=O)[nH]1	-15	-4	-1	5	7	4	6	0	3	-1
O=S(=O)(c1cccc2ccccc12)N1CCSC1	2	5	3	-4	0	10	-1	-1	-1	-2
COC(=O)c1c(NC(=O)COC(=O)[C@@H](NS(=O)(=O)c2ccccc2)C(C)C)sc2c1CCC2	-1	-6	-2	-3	1	1	-13	2	-2	0
Cc1ccc(C23CC4CC(CC(C(N)=O)(C4)C2)C3)cc1	4	-11	-2	-6	-2	-5	-5	-4	5	-2
Cc1noc(C)c1COc1ccc(C(=O)OCC(=O)Nc2ccc(S(N)(=O)=O)cc2)cc1	5	8	-5	5	4	13	-6	0	2	-5
CC(=O)NC1c2ccccc2C(=O)N1Cc1ccccc1 (configuration not stated)	3	-23	7	-9	3	-11	4	11*	-6	3
O=c1cc(O)c2sc3nc4c(c(C(F)(F)F)c3c2[nH]1)CCCCC4	-8	7	-5	-3	-5	6	-20	-10	-2	-4
Nn1c(SCc2ccccc2)nc2ccccc21	-9	9	10	5	-9	-9	-4	3	-8	1
c1ccc2c(NCCCN3CCOCC3)c3ccccc3nc2c1	1	-9	i	3	5	-1	-256	-224	-1	i
CC(OC(=O)c1cc(=O)[nH]c2ccccc12)C(=O)NC1CCCCC1C (configuration not stated)	4	2	-123	9	-11	-13	-153	-129	-3	-40
COc1ccc(C(=O)NNC(=O)CSc2nnc(-c3ccc(O)cc3)n2C)cc1	-1	1	-5	-3	6	-13	-1	0	-3	1
CCOC(=O)c1cc(=O)c2c([N+](=O)[O-])ccc(OC)c2o1	-2	-7	5	2	1	-12	5	9.6*	-9	6
COC(=O)C(NC(=O)CNS(=O)(=O)c1ccc(Br)cc1)c1ccccc1 (configuration not stated)	-3	-6	4	-1	8	1	2	3	-3	2
COC(=O)c1cnc(N2CCCN(S(=O)(=O)c3ccc(C(F)(F)F)cc3)CC2)nc1C(F)(F)F	4	-5	6	-4	-7	-1	4	3	-7	-1
O=C(CSc1ccccn1)Nc1ccc(NC(=O)CSc2ccccn2)cc1	-4	-5	-8	-7	3	2	0	2	5	-15
Cc1cccc(NC(=O)c2ncn3c2C(=O)N(C)CC3)c1	-2	-4	1	0	3	-3	5	2	-7	2
O=C(CCNC(=O)N1CCn2c1nc1ccccc12)NCc1ccc(F)cc1	-2	4	-2	-1	-3	1	-5	0	-7	-3

Some entries already given, showing only PLCb3 inh and ADAM10 inh:
| SMILES | PLCb3 inh | ADAM10 inh |
| --- | --- | --- |
| CCOC(=O)c1cc(=O)c2c([N+](=O)[O-])ccc(OC)c2o1 | 5 | 5 |
| O=C(Cn1cc(COc2c(Br)cc(F)cc2Br)nn1)c1ccc(O)cc1 | -3 | 0 |

Among those listed so far, 3 contain bromine:
SMILES	SIAE inh	TDP2 inh	ADAM10 inh	DDE Tn6 FP inh	ARFGAP1 inh	ASAP1 inh	PLCb3 inh	PLCg1 inh	Tn7 DDE FP	ADAM17 inh
COc1cc(CNC2CCCC2)c(Br)cc1OC1CCCC1	4	-5	4	9	1	-4	2	-1	10	-1
O=C(Cn1cc(COc2c(Br)cc(F)cc2Br)nn1)c1ccc(O)cc1	-1	-7	0	0	1	6	-3	-2	2	-1
COC(=O)C(NC(=O)CNS(=O)(=O)c1ccc(Br)cc1)c1ccccc1 (configuration not stated)	-3	-6	4	-1	8	1	2	3	-3	2

Sorted by heavy-atom count (smallest number first): part of the list above.
SMILES	SIAE inh	TDP2 inh	ADAM10 inh	DDE Tn6 FP inh	ARFGAP1 inh	ASAP1 inh	PLCb3 inh	PLCg1 inh	Tn7 DDE FP	ADAM17 inh
CC(=O)NC1c2ccccc2C(=O)N1Cc1ccccc1 (configuration not stated)	3	-23	7	-9	3	-11	4	11*	-6	3
O=c1cc(O)c2sc3nc4c(c(C(F)(F)F)c3c2[nH]1)CCCCC4	-8	7	-5	-3	-5	6	-20	-10	-2	-4
NCCCn1c(C(=O)c2cc(Cl)c(N)c(Cl)c2)c2ccc([N+](=O)[O-])cc2[n+]1[O-]	9	7	-1	-3	5	14	-16	-11	-9	-3
Cc1ccc(N(CC(=O)NCC2CCCO2)C(=O)CCC(=O)Nc2nccs2)cc1C (configuration not stated)	15	9	-4	2	-2	2	-1	3	-4	2
